Screening results as filed in PubChem BioAssay.
AMA1 RON2 block: qHTS for Inhibitors of AMA1-RON; Towards Development of Antimalarial Drug Lead: Primary Screen; Plasmodium falciparum AMA1 (3D7) - RON2 peptide interaction; AlphaScreen AMA1-biotinylated RON2 peptide binding; Potency, µM (series often up to 58.2 µM), without a hit: at the highest dose activity change, negative = inhibition, hits mostly inhibitors; 360,000 compounds, 0.2% hits; AID 720542, 2013; active means well fitted inhibition curve with a large enough effect; inconclusive means small, poorly fitted or top-dose-only effect; inactive means no such curve, though single readings can be large or run the other way;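 further: potency means the concentration at half of the fitted maximal effect; 0% = vehicle wells and -100% = peptide control; nearly all actives have a fitted effect of over 45% in size; some results filed as inactive show a strong effect at the top dose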
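AMA1 (3D7) with his tag at 25 nM final met compounds first, then biotinylated RON2 peptide at 25 nM; detection used donor plus acceptor beads, 10 µg/mL apiece, read by AlphaScreen after 30 min at room temperature.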
HCMV inh: qHTS Assay for inhibitors of the human cytomegalovirus (HCMV); HFF cells, HCMV-luciferase reporter, 72 h; stronger effect = lower value; activity change, negative = inhibition, % at 57.5 µM; 410,000 compounds, 4.5% hits; in the data active means activity change below about -60%; inconclusive means no clear call, values can overlap the other calls; inactive means above about -39%
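Steps: HFFs plated, 16 h 37C; compounds added; HCMV-luciferase added to MOI 1 PFU/cell; 72 h 37C; OneGlo reagent, 5 min room temperature; luminescence read, normalized to controls.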
Starred values were filed as active, the others as inactive; u = inconclusive; [ ] = remark or other dose. Unless noted, on the % scale 0 is the no-effect control and ±100 the full control effect. The list is partial; the hit share may differ from the screen's.

SMILES | AMA1 RON2 block | HCMV inh
COc1ccc([C@@H]2C[C@H]3[C@@H](CN2S(=O)(=O)c2ccccc2)C(=O)C[C@@H](c2ccc(C)cc2)N3S(=O)(=O)c2ccc(C)cc2)cc1 | 1% | -14
O=C(Nc1ccccc1)Nc1nnc([C@H]2C[C@H](O)[C@@H](CO)O2)s1 | 10% | 1
O=C1NCN(c2ccccc2)C12CCN(C(c1ccnc3ccccc13)c1nnnn1C1CCCC1)CC2 (stereo unspecified) | -6% | -2
COc1ccc(C2=Nc3ccccc3NC(=O)C2N(CCc2ccccc2)C(=O)c2cccs2)cc1 (stereo unspecified) | -9% | -4
COC(=O)CC1N(S(=O)(=O)c2ccc(C)cc2)c2ccccc2C1(C(=O)OC)C(=O)OC (stereo unspecified) | -15% | 2
CNC(=S)N1CCC(C(=O)c2ccc(Cl)cc2)CC1 | 5% | -30
CC1=C(C(=O)N2CCOCC2)CC(CC(=O)NCc2cccc3ccccc23)C(=O)N1Cc1ccccc1 (stereo unspecified) | -12% | 8
NC(c1csc(Nc2ccc(C(=O)c3ccccc3)cc2)n1)c1ccccc1Cl (stereo unspecified) | 35%[activator] | -32
C[C@@H]1CN([C@@H](C)CO)C(=O)CCCn2nncc2CO[C@H]1CN(C)C(=O)c1ccncc1 | -2% | -7
C[C@@H]1CN([C@@H](C)CO)C(=O)CCCn2nncc2CO[C@@H]1CN(C)S(=O)(=O)c1ccc2ccccc2c1 | 24% | -17
CCCCNC(=O)C1(C)CCCCN1C(=O)c1cc(-c2ccccc2)cs1 (stereo unspecified) | -2% | -7
Cc1cccc(C)c1NC(=O)C1(C)CSCC(=O)N1CCCN1CCOCC1 (stereo unspecified) | -3% | 93
CC(=O)Nc1ccc(-c2ccnc3c2CC(C)(C(=O)NCc2ccc(N4CCN(C)CC4)cc2)O3)cc1 (stereo unspecified) | 8% | 9
CC1(C(=O)NCC2CCOCC2)Cc2c(-c3cccc(C(F)(F)F)c3)ccnc2O1 (stereo unspecified) | 2% | 7
CC1(Oc2cccc(C#N)c2)CCN(Cc2ccccc2OC(F)F)C1 (stereo unspecified) | -9% | u
COc1ccc(CN2C(=O)COc3ccccc3C2c2nc3ccccc3[nH]2)cc1 (stereo unspecified) | -4% | 2
COc1cccc(C(C)(O)c2nc(-c3ccc4c(c3)OCO4)cs2)c1 (stereo unspecified) | -25% | -23
O=C(Nc1cccc2ccccc12)c1csc([C@@H]2O[C@H](CO)[C@H](O)[C@H](O)[C@H]2O)n1 | 5% | -10
COC(=O)C[C@H]1CC[C@@H](NC(=O)Nc2ccc3c(c2)OCO3)[C@@H](CO)O1 | -2% | -9
Nc1ccn([C@@H]2O[C@H](C(=O)Nc3ccc(Oc4ccccc4)nc3)[C@@H](O)[C@H]2O)c(=O)n1 | -4% | -3
C[C@H](CO)N1C[C@H](C)[C@H](CN(C)C(=O)NC2CCCCC2)Oc2cc(-c3cccnc3)ccc2S1(=O)=O | 0% | -2
CCCS(=O)(=O)NC(=O)C1(C)CCN(C(=O)c2ccccc2F)C1 (stereo unspecified) | 4% | 4
Cc1ccsc1C(=O)N1CCCC(C)(C(=O)NS(=O)(=O)C2CC2)C1 (stereo unspecified) | 0% | 5
COc1ccc(OC)c(C(O)c2ncc(-c3cccc(C(F)(F)F)c3)[nH]2)c1 (stereo unspecified) | -2% | 9
COc1ccccc1Cc1c(-c2cccc(Cl)c2)nc2ccc(Br)cn12 | 4% | 50
C[C@H](O)[C@@H]1C(=O)N2CCc3ccc(N4CCN(C)CC4)cc3[C@@H]2C[C@@H]1N(C)C(=O)c1ccco1 | -6% | 1
O=C(Nc1ccc2ccccc2c1)C(c1ccccc1)n1c(=O)c(-c2cc3ccccc3[nH]2)nc2ccccc21 (stereo unspecified) | 16% | 46
Cc1nc(NC(=O)c2ccccc2)sc1-c1cc(C(=O)NCCO)nn1Cc1ccccc1 | -15% | 22
C[C@@H]1COc2cccc(N3CCC[C@H]3CO)c2S(=O)(=O)N1 | -5% | 17
CCCC(=O)N1CCCC1(C)C(=O)N(C)Cc1cccc2ccccc12 (stereo unspecified) | 6% | -30
COC(=O)c1cn(-c2nc3ccccc3s2)nn1 | 16% | 31
O=C(C1CCCCC1)N1Cc2ccccc2-n2nncc2C1 | 5% | -22
CC1(Oc2cccc(F)c2)CCN(Cc2csc3ccccc23)C1 (stereo unspecified) | 0% | u
O=C1c2ccccc2C2N1CCCN2C(=O)c1sc2ccccc2c1Cl (stereo unspecified) | -7% | 5
COc1ccc(C2=Nc3ccccc3N(C(=O)c3ccc(C(F)(F)F)cc3)C2C(=O)Nc2ccc3c(c2)OCCO3)cc1 (stereo unspecified) | -5% | -6
C[C@H]1COC[C@@H](C/C=C/c2ccccc2)N1c1ccccc1 | -4% | -30
COCCc1ccc(OC2(C)CCN(Cc3cccn3-c3nccs3)C2)cc1 (stereo unspecified) | 30% | 57
Cc1nc(Br)c(Br)n1Cc1ccccc1 | -18% | -27
CCCOc1ccc(F)cc1-c1cc(C(=O)NCc2cccc(C(F)(F)F)c2)[nH]n1 | -8% | 13
CCOC(=O)[C@]12CCCC=C1N(Cc1ccccc1)C(=O)[C@H](CC(=O)NCc1cccc(C(F)(F)F)c1)C2 | -17% | 1
C[C@@H]1CN([C@H](C)CO)C(=O)CCCn2nncc2CO[C@H]1CN(C)C(=O)Oc1cccc2ccccc12 | 1% | 4
COc1ccc(CN2C(=O)C(CC(=O)NC3CCCCC3)CC(C(=O)N3CCOCC3)=C2C)cc1 (stereo unspecified) | 13% | -11
CC(NCCCSc1ccccc1)C(O)c1ccc(O)cc1 (stereo unspecified) | -10% | -26
CC(C)CNC(=O)C1(C)CCCN1C(=O)c1c(Cl)cccc1Cl (stereo unspecified) | 8% | -4
COC(=O)c1ccc(CNC(=O)/C=C/[C@H]2O[C@@H](n3cc(C)c(=O)[nH]c3=O)C[C@@H]2O)cc1 | 17% | 38
O=C(O)CSc1c(Cl)c(=O)oc2ccc(Cl)cc12 | 1% | -12
CC(C)CNC(=O)c1ccc(-c2ccc(F)c(F)c2)c2ccoc12 | 25% | -3
CCCCN(C=O)c1c(CC)nc2c(OCc3ccc(C(F)(F)F)cc3)cccn12 | u | -10
CC(=O)c1ccc(-c2cnc3c(NC=O)cc(-c4cnn(C)c4)cn23)cc1 | 34%[activator] | 11
COc1ccc(OC(F)(F)F)cc1CC1(C)C(=O)Nc2ccc(S(=O)(=O)NC3CCCCC3)cc21 (stereo unspecified) | 0% | -39

Next part
SMILES | AMA1 RON2 block | HCMV inh
COc1ccc(OC(=O)N(C)C[C@H]2OCc3cn(nn3)CCCC(=O)N([C@H](C)CO)C[C@@H]2C)cc1 | 0% | 7
O=C(O)c1cccc(N2C(=O)C=CC2=O)c1 | 1% | -17
CC(=O)NC(C)(c1ccccc1)c1nc(-c2cccc(C#N)c2)cs1 (stereo unspecified) | -7% | 9
CN(c1ccc(Cl)cc1)c1cc2c(c3c1ccn3C)C1CCC2C1 (stereo unspecified) | u | -12
COc1ccc(NC(=O)CN2c3cccc4cccc(c34)S2(=O)=O)cc1OC | 4% | u
CC1(C(=O)NS(=O)(=O)c2cccc(F)c2)CCN1C(=O)Cc1ccc(Cl)cc1Cl (stereo unspecified) | -6% | -10
COc1ccc(CN2C[C@@H](CO)O[C@@H](n3cnc4c(NCc5cc(OC)c(OC)c(OC)c5)ncnc43)C2)cc1 | 3% | 16
CC1(C(=O)NCc2cccnc2)CCN1C(=O)Cc1cccs1 (stereo unspecified) | -2% | -25
COc1ccc(CN(C)C[C@@H]2OCCCC[C@H](C)Oc3ccc(NC(=O)Nc4ccc(F)cc4)cc3C(=O)N([C@H](C)CO)C[C@H]2C)cc1 | -21% | -102*
CNc1ccc(-c2cccc([N+](=O)[O-])c2)cn1 | 0% | 9
COc1ccc(C(C)(NC(C)=O)c2nc(-c3ccc(S(C)(=O)=O)cc3)cs2)cc1 (stereo unspecified) | 3% | -24
Cc1c(O)cnc2nn(-c3ccccc3)c(=N)n12 | 2% | -16
O=C(NCC1CC1)c1ccc2nc([C@@H]3O[C@H](CO)[C@H](O)[C@H](O)[C@H]3O)[nH]c2c1 | 0% | -34
CC(=O)N1CCN(Cc2cc(=O)oc3ccccc23)CC1 | 9% | 0
CC(=O)Nc1cnc(-c2ccccc2O)cn1 | 12% | 116
CCCS(=O)(=O)NC(=O)C1(C)CCN(C(=O)c2nc(C)oc2C)C1 (stereo unspecified) | 2% | 11
CCC(=O)N1CCC1(C)C(=O)Nc1cccc2c1CCCC2 (stereo unspecified) | 0% | 31
O=C(C[C@@H]1C[C@@H]2c3cc(NS(=O)(=O)c4ccc(F)cc4)ccc3O[C@@H]2[C@H](CO)O1)NCc1ccc(Oc2ccccc2)cc1 | 0% | -25
CCCCNC(=O)C1(C)CCCCN1C(=O)c1ccc(C#N)cc1 (stereo unspecified) | -5% | -24
O=C(O)CC(c1ccccc1)c1ccc2c(c1)OCO2 (stereo unspecified) | 3% | 42
NC(CCc1ccccc1)c1csc(NC(=O)NCCc2ccccc2)n1 (stereo unspecified) | 58%[activator] | -6
COC(=O)c1ccc2nc(-c3ccc(C#N)cc3)c(Cc3ccsc3)n2c1 | -2% | 20
CC(O)C1C=CC=CC(=O)OC2CC3OC4C5OC5(C)CCC4(COC(=O)C4OC4(C)C(O)CO1)C2(C)C31CO1 (stereo unspecified) | -1% | -96*
COc1cc(C(=O)N2CCCCC2c2cc(C(=O)NC(C)C)no2)cc(OC)c1C (stereo unspecified) | -2% | 13
O=C(NCc1ccc(F)cc1F)[C@@H]1CCCN1C(=O)[C@@H]1CCCN1C(=O)c1cccc(Cl)c1 | 9% | 6
Cc1csc(N=Nc2ccc(N(C)C)cc2)[n+]1[O-] | 14µM* | u
O=C(NCc1cccnc1)c1cc(C2CCCCN2C(=O)c2ccc3ccccc3c2)on1 (stereo unspecified) | -5% | -16
O=C1Nc2ccccc2N=C(c2ccccc2)C1N(Cc1ccc(F)cc1)C(=O)c1cccnc1 (stereo unspecified) | 0% | -10
COc1ccc(NC(=O)C2c3ccccc3OCC(=O)N2Cc2ccc3c(c2)OCO3)cc1 (stereo unspecified) | -6% | 12
C/C(=N\Nc1cc(Cl)nc(C)n1)c1ccc(C)cc1 | -2% | -25
COc1ccc(C(=O)Nc2nc(C)cs2)cc1S(=O)(=O)N1CCOCC1 | 1% | 6
O=C(/C=C/[C@H]1O[C@@H](n2ccc(=O)[nH]c2=O)[C@H](O)[C@@H]1O)NCCN1CCOCC1 | 7% | 24
CCCCNC(=O)C1(C)CCCCN1Cc1ccc(-c2ccccc2)cc1 (stereo unspecified) | 27% | -8
COc1cccc(CN2CCC2(C)C(=O)Nc2ccc(C)cc2)c1F (stereo unspecified) | 2% | -25
Cc1c(C(=O)NC2CC(C)(C)NC(C)(C)C2)oc2c(Cl)cccc12 | -6% | -11
CCC(c1nnnn1-c1ccc(OC)cc1)N1CCC(n2c(=O)[nH]c3ccccc32)CC1 (stereo unspecified) | -2% | -6

Exported with each value named: 3 of the compounds above.
O=C(/C=C/[C@H]1O[C@@H](n2ccc(=O)[nH]c2=O)[C@H](O)[C@@H]1O)NCCN1CCOCC1
  AMA1 RON2 block: 7%
  HCMV inh: 24
Cc1c(C(=O)NC2CC(C)(C)NC(C)(C)C2)oc2c(Cl)cccc12
  AMA1 RON2 block: -6%
  HCMV inh: -11
COc1ccc(C(=O)Nc2nc(C)cs2)cc1S(=O)(=O)N1CCOCC1
  AMA1 RON2 block: 1%
  HCMV inh: 6

By substructure, the compounds so far containing a Cl atom
SMILES | AMA1 RON2 block | HCMV inh
CNC(=S)N1CCC(C(=O)c2ccc(Cl)cc2)CC1 | 5% | -30
NC(c1csc(Nc2ccc(C(=O)c3ccccc3)cc2)n1)c1ccccc1Cl (stereo unspecified) | 35%[activator] | -32
COc1ccccc1Cc1c(-c2cccc(Cl)c2)nc2ccc(Br)cn12 | 4% | 50
O=C1c2ccccc2C2N1CCCN2C(=O)c1sc2ccccc2c1Cl (stereo unspecified) | -7% | 5
CC(C)CNC(=O)C1(C)CCCN1C(=O)c1c(Cl)cccc1Cl (stereo unspecified) | 8% | -4
O=C(O)CSc1c(Cl)c(=O)oc2ccc(Cl)cc12 | 1% | -12
CN(c1ccc(Cl)cc1)c1cc2c(c3c1ccn3C)C1CCC2C1 (stereo unspecified) | u | -12
CC1(C(=O)NS(=O)(=O)c2cccc(F)c2)CCN1C(=O)Cc1ccc(Cl)cc1Cl (stereo unspecified) | -6% | -10
O=C(NCc1ccc(F)cc1F)[C@@H]1CCCN1C(=O)[C@@H]1CCCN1C(=O)c1cccc(Cl)c1 | 9% | 6
C/C(=N\Nc1cc(Cl)nc(C)n1)c1ccc(C)cc1 | -2% | -25
Cc1c(C(=O)NC2CC(C)(C)NC(C)(C)C2)oc2c(Cl)cccc12 | -6% | -11
